Screening results (PubChem BioAssay)
ALOX12 inh: ALOX12 (human) lipoxygenase inhibition. 580,000 tested, 1.1% active. P18054. AID 1671190. purified 12hLO, xylenol orange hydroperoxide absorbance. Potency, µM (highest dose often 108 µM), inactives show top-dose activity change, negative = inhibition, hits mostly inhibitors; note: potency is the fitted concentration of half-maximal effect; % is set by controls: 0 for no effect and ±100 for the full control effect
Target sequence (P18054 whole entry, looked up): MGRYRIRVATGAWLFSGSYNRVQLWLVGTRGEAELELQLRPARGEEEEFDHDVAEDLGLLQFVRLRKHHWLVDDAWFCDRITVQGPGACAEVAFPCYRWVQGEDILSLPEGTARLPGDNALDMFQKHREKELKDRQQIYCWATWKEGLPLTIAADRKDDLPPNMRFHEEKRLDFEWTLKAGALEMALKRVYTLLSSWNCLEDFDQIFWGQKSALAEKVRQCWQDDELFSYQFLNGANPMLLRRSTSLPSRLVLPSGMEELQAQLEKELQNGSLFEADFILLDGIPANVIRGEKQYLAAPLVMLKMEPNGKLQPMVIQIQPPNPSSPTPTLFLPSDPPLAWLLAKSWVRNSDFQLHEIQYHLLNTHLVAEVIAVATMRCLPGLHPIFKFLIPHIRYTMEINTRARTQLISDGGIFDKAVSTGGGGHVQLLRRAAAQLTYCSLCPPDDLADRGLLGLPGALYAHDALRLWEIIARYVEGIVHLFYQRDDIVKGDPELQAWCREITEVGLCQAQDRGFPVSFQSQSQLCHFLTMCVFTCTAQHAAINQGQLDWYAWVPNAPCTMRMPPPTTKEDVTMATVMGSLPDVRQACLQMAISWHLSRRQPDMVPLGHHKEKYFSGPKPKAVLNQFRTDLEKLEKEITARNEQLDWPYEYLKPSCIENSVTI
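Purified human 12hLO (150 nM final) in 25 mM Hepes, 0.01% Triton X-100, pH 7.0 was preincubated 15 min at room temperature with compound. Then 40 uM arachidonic acid was added, 30 min. Hydroperoxide was read by Fe-XO absorbance ratio 573/405 nm.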
Glioma ERSR ind: ER stress response induction in glioma; U87-MG GRP78 promoter luciferase reporter, 16 h; Potency, µM, for the others: at the top dose activation, hits mostly activators; 420,000 tested, 0.02% active; AID 602332; note: potency is the fitted concentration of half-maximal effect; series mostly up to about 76 µM; % of control where 0% means no effect; nearly all actives have a fitted effect of over 35% in size
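ERSR induction read as luciferase luminescence (Bright-Glo, 10 min at room temperature) in stably transfected human U87-MG glioma cells exposed to compounds for 16 h, using GRP78 as sensor.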
LDHA block: blocks human lactate dehydrogenase A. P00338. purified LDHA, NADH/diaphorase-resazurin fluorescence; stronger effect = lower value. activity change, % (values are at about 110 or 230 µM). 480,000 tested, 0.15% active; in the data active = activity change below about -30%; inconclusive = mostly about -25% to -30%;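 note: plate controls were DMSO wells for no effect and wells without enzyme for full effect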
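Human LDH5 (2 nM) was incubated with 0.06 mM NADH and 0.2 mM pyruvate for 5 min at room temperature in Tris pH 7.4. Remaining NADH was coupled through diaphorase/resazurin, and resorufin fluorescence was read at 0 and 20 min.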
D2 antag: antagonizes the human D2 dopamine receptor; HEK293 TREx D2 cells, calcium flux, dopamine EC80; inhibition, % at 10 µM; 340,000 tested, 2% active; AID 485344; in the data active = inhibition above about 30%; note: 0% is about no effect
Target sequence (P14416 whole entry, looked up): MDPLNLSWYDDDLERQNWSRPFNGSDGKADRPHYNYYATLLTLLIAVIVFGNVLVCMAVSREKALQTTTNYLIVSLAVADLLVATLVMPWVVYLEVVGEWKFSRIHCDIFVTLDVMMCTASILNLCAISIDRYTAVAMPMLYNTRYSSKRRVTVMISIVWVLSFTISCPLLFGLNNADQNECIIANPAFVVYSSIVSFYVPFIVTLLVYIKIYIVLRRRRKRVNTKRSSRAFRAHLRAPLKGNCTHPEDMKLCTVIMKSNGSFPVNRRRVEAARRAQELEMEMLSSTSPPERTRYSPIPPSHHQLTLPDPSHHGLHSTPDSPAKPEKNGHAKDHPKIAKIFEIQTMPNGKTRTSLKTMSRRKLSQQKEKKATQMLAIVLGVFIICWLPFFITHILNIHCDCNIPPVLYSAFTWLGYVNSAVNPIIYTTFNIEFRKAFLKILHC
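Dopamine at EC80 is the agonist stimulus; test compounds precede it by 180 s. Calcium flux read kinetically in a force-coupled, inducible HEK293 T-REx D2 cell line.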
D2 agonist: agonists of human D2 dopamine receptor; P14416; HEK293 T-REx D2 cells, calcium flux agonist mode; activation, % at 2 µM; 340,000 tested, 0.53% active; AID 485358;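 active = activation over 3 SD above normal in the single-dose calcium agonist read, cut at about 30% in these data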; note: 0% is about no effect
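Agonism scored from kinetic calcium signal (1 read/sec, 180 s) following compound pin transfer, after a 10 s baseline. Cells: HEK293 Trex line expressing inducible D2 receptor coupled to calcium, dye-loaded after overnight culture at 30 C.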
Vif-A3G inh: blocks the Vif interaction with human APOBEC3G; Q9HC16; HeLa A3G-eYFP + Vif (tagged APOBEC3G with the HIV-1 protein that degrades it), YFP fluorescence, overnight; Potency, µM (series often up to 46.1 µM), without a hit: at the highest dose activity, negative = active, most hits filed as inhibitors; 410,000 tested, 0.076% active;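 note: potency is the fitted concentration of half-maximal effect; % is set by controls: 0 for no effect and ±100 for the full control effect; nearly all actives have a fitted effect of over 60% in size; hits raise eYFP signal because A3G escapes Vif-driven loss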
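HeLa cells stably expressing Vif and C-terminally eYFP-tagged A3G, seeded overnight at 37 deg C, then exposed to compound by pintool overnight at 37 deg C. Rise in yellow fluorescence (Ex 488/Em 500-530, Acumen) marks blocked Vif-driven A3G degradation.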
ERG-DNA inh: blocks human ERG Ets domain binding to DNA; P11308; fluorescence polarization, His-ERG Ets domain / labelled DNA; Potency, µM (doses to about 76.9 µM), without a hit: at the highest dose FP activity, negative = inhibition, hits mostly inhibitors; 370,000 tested, 0.028% active; AID 624246; active = well fitted inhibition curve with a large enough effect in the polarisation, with a control signal flat; inconclusive = small, poorly fitted or top-dose-only effect, or effect the other way, or a change in a side signal; inactive = no such curve, though single readings can be large or run the other way; the % refers to the polarisation;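 note: polarization taken with two DNA probes labelled with fluorescein and Texas red; potency is the fitted concentration of half-maximal effect; % of control where 0% means no effect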
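His-tagged ERG Ets domain (1 uM in the protein solution; 300mM KCl, 50mM Tris-HCl, 1mM EDTA, 1mM DTT, pH 7.5) received compound, then a probe mix of 5 nM fluorescein-DNA and 100nM Texas-615-DNA. Fluorescence polarization was read for both dyes.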
Vif-APOBEC3F blk: blocks the Vif interaction with APOBEC3F; HeLa A3F-eYFP + Vif (tagged APOBEC3F with the HIV-1 protein that degrades it), YFP fluorescence increase; Potency, µM (highest dose often 46.1 µM), for the others: at the highest dose activity, negative = active; 390,000 tested, 0.2% active; AID 602313; note: potency is the fitted concentration of half-maximal effect; % of control where 0% means no effect; nearly all actives have a fitted effect of over 65% in size
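Fluorescence increase (Ex 488/Em 500-530) after overnight compound treatment at 37 deg C flags inhibition of Vif-driven A3F-eYFP loss in stable HeLa A3F-eYFP/Vif cells seeded overnight beforehand.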
RGS4 inh: blocks human RGS4-accelerated GTP hydrolysis; P49798; Transcreener GDP fluorescence polarization, RGS4-accelerated GTP hydrolysis; Potency, µM (highest dose often 114 µM), without a hit: top-dose activity change, negative = inhibition, most hits filed as inhibitors; 390,000 tested, 0.039% active; note: potency is the fitted concentration of half-maximal effect; % is set by controls: 0 for no effect and ±100 for the full control effect; nearly all actives have a fitted effect of over 75% in size; some results filed as inactive show a strong effect at the top dose
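MLSMR compounds (23 nl, pin-transferred) preincubated 10 min at room temperature with a 500nM (2x) first reagent, then RGS4 at 900nM (2x) plus Transcreener GDP mix added; fluorescence polarization (620/688 nm) read before and after 90 min at 30 °C.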
Active calls of the source: *; u = inconclusive; x = not tested or not shown; & = joins results of further samples; [ ] = remark or other dose. Unless noted, calls come from the whole dose curve; as a rule, active = well fitted curve in the direction sought with a large enough effect; inconclusive = small, poorly fitted or top-dose-only effect, or another doubt; inactive = no such curve, though single readings can be large; an effect the other way counts as inactive or inconclusive. A portion of the library (hit frequency here may not be typical).

SMILES	ALOX12 inh	Glioma ERSR ind	LDHA block	D2 antag	D2 agonist	Vif-A3G inh	ERG-DNA inh	Vif-APOBEC3F blk	RGS4 inh
Cc1ccccc1CC(=O)N(CCN(C)C)CC1CCCN(Cc2ccccc2F)C1 (stereo not drawn)	18%	2%	-1	-6	0.3	1%	-2%	-7%	-1%
O=C(COc1ccc(Cl)cc1)N1CCN(C2CCCC2)CC1	u	1%	-24	x	x	3%	3%	-12%	-23%
COC(=O)C(O)(c1ccc(NC(=S)NC(=O)c2ccccc2)cc1)C(F)(F)F (stereo not drawn)	u	0%	-4	-1	1.1	3%	-5%	-12%	u
CC1(C)CC2CCC(O)C2C(CCO)N1 (stereo not drawn)	-1%	-5%	-6	x	x	-2%	-1%	4%	-22%
COc1ccc(-c2[nH]ncc2CNC(C)Cc2ccsc2)c(F)c1 (stereo not drawn)	-2%	-3%	-3	11	0.0	4%	-3%	-6%	3%
Cc1cccc(Cn2cccc(C(=O)Nc3nnc(C)s3)c2=O)c1	-13%	-2%	-2	x	-1.5	-1%	1%	0%	11%
CC/C(=N\NC(=O)c1ccccc1)c1c(O)n(Cc2ccccc2)c(=O)[nH]c1=O	178%[activator]	4%	-1	3	0.2	u	15%	u	-14%
Clc1ccc(-c2nc3ccc(Cl)cn3c2CN2CCCCC2)cc1	u	-1%	1	-2	-2.3	0%	-3%	-5%	-5%
O=C(NN=Cc1ccc(N(CCCl)CCCl)cc1)C(=O)c1c[nH]c2ccccc12	-6%	8%	-8	x	x	-6%	4%	2%	4%
CCOc1cc(CNC(C)C(O)c2ccccc2)cc(Cl)c1OCC (stereo not drawn)	-4%	-5%	-1	-27	0.4	-10%	-5%	-7%	-6%
COC(=O)C1=C(c2cccc(OC)c2OC)C[C@@H]2CC[C@H]1N2C(=O)N1CCOCC1	24%	-6%	0	x	x	-7%	4%	-1%	-2%
FC(F)(F)c1ccc2c(c1)N(CCCN1CCN(CCCl)CC1)c1ccccc1S2	u	-12%	-2	75*	0.6	-15%	-10%	-1%	-41%
CN(C)C(=S)SSC(=S)N(C)C	u	-9%&-12%&-9%	-1	1	5.8	u	-1%	-5%	7%
CCC(C)n1c(O)c(C=NCCN2CCOCC2)c(=O)[nH]c1=S (stereo not drawn)	u	-6%	0	6	0.4	-24%	2%	9%	-34%
CCC(=Nc1cccc(C(F)(F)F)c1)c1c(O)n(C)c(=O)n(C)c1=O	u	0%	-2	-13	1.0	0%	0%	0%	10%
CCc1cccc2c(C#N)cn(CC(=O)N3CCOCC3)c12	-10%	-5%	3	-4	1.9	2%	5%	-1%	3%
CC(=NCc1ccco1)c1c(O)n(-c2ccccc2C)c(=O)[nH]c1=O	u	-6%	4	x	x	-5%	-6%	6%	8%
COc1ccc2cc1Oc1ccc(cc1)C[C@H]1c3cc(c(OC)cc3CCN1C)Oc1c(O)c(OC)cc3c1[C@H](C2)N(C)CC3	x	-6%	4	-8	-0.3	-10%	-1%	u	-23%
CC(=O)NC(C)Cc1ccccc1 (stereo not drawn)	0%	-3%	-8	9	2.7	-4%	-7%	u	-2%
S=C(Nc1ccccc1)Nc1ccccn1	u	0%	-5	x	x	-1%	x	u	x
CN1CCN(CC(=O)Nc2ccc([N+](=O)[O-])cc2C(=O)c2ccccc2)CC1	-7%	-4%	5	-20	0.8	-7%	5%	0%	5%
O=C1NC(=O)N(Cc2ccccc2Cl)C(=O)/C1=C/N1CCOCC1	-13%	-6%	-10	-4	0.0	-11%	-6%	-10%	-36%
O=C(O)C(Cl)(Cl)Cl	7%	1%&-1%	-6	x	x	-3%	-12%	2%	-18%
Cc1ccc(-n2c(O)c(/C=C3/C(c4ccccc4)=Nc4ccccc43)c(=O)[nH]c2=O)cc1	u	2%	-8	7	1.2	u	8%	2%	-20%
CCN(CC)C(=O)c1ccc(N2C(=O)C3CC=C(Cl)CC3C2=O)cc1 (stereo not drawn)	0%	-3%	-2	x	x	1%	-14%	1%	-3%
COc1cc(C(=O)Nc2ccc(Br)cc2C(=O)c2ccccc2Cl)cc(OC)c1OC	17%	-3%	8	x	x	0%	1%	-5%	6%
O=c1cccc2n1CC1CNC[C@H]2C1	-2%	-4%&-2%&-1%&-5%	-2	21	0.1	2%	3%	4%	-28%
C=C1C[C@]2(O)[C@@]3(C)CCC(=O)C(C)(C)C3=C(O)C(=O)[C@@]2(C)[C@@H]2C(=O)O[C@@](C)(C(=O)OC)C(=O)[C@@]12C	u	4%	1	2	-0.2	-1%	3%	-8%	-17%
OCCOCC#CCN1CCOCC1	0%	2%	-5	1	-0.3	1%	-10%	-2%	-8%
CCCCCCC(=O)N/N=C/c1c(O)n(CCc2ccccc2)c(=O)[nH]c1=O	167%[activator]	-9%	-3	6	0.7	-3%	-14%	-3%	-2%
COC(=O)C1=C(c2ccc(F)cc2F)C[C@@H]2CC[C@H]1N2C(=O)N1CCC(O)(c2ccc(Cl)cc2)CC1	-15%	1%	-1	-13	0.9	-9%	-8%	0%	0%
O=c1cccc2n1CC1CC2CN(S(=O)(=O)c2cc(Cl)ccc2Cl)C1 (stereo not drawn)	0%	-1%	-7	-14	0.0	3%	2%	3%	-15%
O=c1c2ccccc2nc(/C=C/c2cccc3ccccc23)n1-c1ccccc1Cl	4%	-3%	-4	x	x	-5%	1%	-1%	-5%
CCOC(=O)C1CN(C)CCC1=O (stereo not drawn)	-13%	-3%	-1	-9	-0.4	4%	-26%	-10%	-23%
CC(N=Cc1c(O)n(C2CC2)c(=S)[nH]c1=O)c1ccccc1 (stereo not drawn)	u	-1%	-3	16	1.1	0%	-4%	-21%	-16%
Cc1nc(C)c(C(=O)NN=Cc2ccc(N(CCCl)CCCl)cc2)s1	-7%	-5%	-1	x	x	-7%	x	3%	-19%
O=C(Cn1cnc2sc3c(c2c1=O)CCCC3)NCCCC(=O)N1CCC2(CC1)OCCO2	0%	-3%	1	8	0.0	1%	8%	-10%	42%
O=C1C=C2c3ccccc3CC(C(=O)O)C2CC1 (stereo not drawn)	6%	0%	-2	x	x	1%	x	x	x
COc1cc2c(cc1OC)[C@@H]1C(=O)c3ccc4c(c3O[C@@H]1CO2)C[C@H](C(C)C)O4	205%[activator]	-4%	3	18	-0.5	-18%	-8%	10%	6%
O=[N+]([O-])c1ccc(N2CCNCC2)cc1N1CCCCC1	70%[activator]	-2%	-1	8	0.7	0%	-3%	1%	15%[56.9 µM]
CCC(=NCc1ccco1)c1c(O)n(C)c(=O)n(C)c1=O	-12%	-3%	0	-13	-1.2	3%	9%	-3%	20%
O=C(NC1CCCCC1)N1Cc2cc(-c3cccc(F)c3)ccc2-n2nncc2C1	-25%	-3%	-14	x	x	-11%	x	x	x
O=C(NCc1ccccc1)c1cccn(Cc2ccccc2)c1=O	x	-1%	-7	-1	0.5	2%	-7%	-4%	23%
Fc1ccc(CN2CCN(c3ccc(Cl)cc3)CC2)cc1	2%	-1%	-2	-13	0.0	0%	9%	-6%	23%
COCCCn1c(=O)/c(=C\c2ccccc2OC(F)F)s/c1=C(/C#N)C(=O)NCCOC	1%	-7%	-4	-5	1.3	-8%	5%	25µM*	3%
O=C(O)CCn1cc(C=C2C(=O)NC(=S)NC2=O)c(-c2cccc(Br)c2)n1	u	-3%	-5	18	0.6	3%	6%	-9%	u
Cc1ccc(-n2c(O)c(/C=N/N3CCOCC3)c(=O)[nH]c2=S)cc1	-17%	-1%	-9	11	0.2	4%	5%	-4%	-8%
O=[P+](Cc1ccccc1)Cc1ccccc1	22%	-10%	0	8	0.6	0%	-8%	-4%	14%
CCCOC(=O)Nc1ccc([As](=O)(O)O)cc1NC(=O)OCCC	1%	-12%	0	13	0.8	-7%	2%	6%	-3%
CN(C)C(=O)Oc1ccc(OCc2cccc[n+]2C)cc1	-2%	-4%	-2	-2	-0.4	1%	8%	-17%	-25%

The listing continues.
SMILES	ALOX12 inh	Glioma ERSR ind	LDHA block	D2 antag	D2 agonist	Vif-A3G inh	ERG-DNA inh	Vif-APOBEC3F blk	RGS4 inh
CCCCn1c(O)c(C(C)=NCc2ccc3c(c2)OCO3)c(=O)[nH]c1=O	u	-2%	3	-1	-0.6	1%	-1%	7%	u
CC1(C)CC(=O)C(C2(O)C(=O)NC(=O)NC2=O)=C(O)C1	-23%	-3%	-2	1	0.8	1%	x	0%	-16%
CC(C)Sc1nnc([C@@H](N)Cc2c[nH]c3ccccc23)o1	-10%&-1%	3%	0&-1	8	0.2	-1%	-2%	5%	-4%
COc1cccc(-n2c(SCC(=O)c3ccc(Cl)cc3)nc3c([nH]c4ccccc43)c2=O)c1	-11%	4%	-4	x	0.4	-14%	-9%	u	18%
CN1C(=O)C(=Cc2ccc(N3CCCCC3)o2)C(=O)N(C)C1=S	3%	5%	-1	-11	0.2	u	u	4µM*	-8%
COc1ccc(/C=C2/C(=O)N(Cc3ccco3)C(=O)N(C(C)C)C2=O)cc1	u	-3%	4	x	x	-7%	50%[activator]	-2%	u
O=C(O)C1C2CC3CC(C2)CC1(n1ncc(N2CCC4(CC2)OCCO4)c(Cl)c1=O)C3 (stereo not drawn)	0%	-3%	-3	2	0.4	7%	2%	4%	-31%
O=C(NCNC(=O)NC1C(=O)NC(=O)N1CO)NC1C(=O)NC(=O)N1CO (stereo not drawn)	-19%	-2%&-3%	-3	-9	-0.3	4%	5%	1%	-26%
